High-throughput results (PubChem BioAssay)
SUMO Mot1 rescue: SUMOylation pathway inhibition by Mot1-301 growth rescue; S. cerevisiae Mot1-301 growth rescue, ATP luminescence, 38.5C; percent above DMSO median, 100 means doubled; growth rescue, % at 18.8 µM; 320,000 compounds, 1% hits;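 active means every valid replicate shows activation above 250% relative to neutral control wells; inactive means the rest, any valid replicate at or below 250%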;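 further: OY570 slx delta 5 strain wells were the positive control but not used for scaling; some compounds called inactive have numbers as strong as hits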
PKA-R1A activ: activators of PKA-R1A complex; P00514+P68181; PKA-R1A dissociation, Cy5-IP20 fluorescence polarization; scaled: DMSO 0%, 113 µM cGMP 100%; activation, % at 11.4 µM; 340,000 compounds, 0.083% hits; AID 504707;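 active means percent activation above the mean of all tested compounds plus 3 SD, cut at about 19% in these data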;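 further: higher means more PKAc released from R1A so a rise in polarization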
AddAB inh: less growth of phage-infected E. coli with AddAB; inhibition, % at 11.9 µM; 330,000 compounds, 0.29% hits; E. coli expressing H. pylori AddAB, absorbance growth; in the data active means inhibition above about 12%;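 further: 0% = vehicle wells of infected cells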
CDK5 p35 inh: blocks human CDK5/p35 kinase activity | 330,000 compounds, 0.01% hits | Recombinant CDK5/p35, ADP-Glo luminescence, 60 min | inhibition, % at 10 µM | AID 488839 | Q00535+Q15078;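 active means highest replicate inhibition of at least 50% and at least 75% of replicates reaching 50%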;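 further: plate controls were DMSO neutral control for no effect and GW8510 at 10 µM for full effect; many of its hits are not listed in these tables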
Tat transport: blocks Tat-dependent protein export in E. coli; E. coli MC4100 TorA-mCherry Tat export, fluorescence; inhibition, % at 10 µM; 340,000 compounds, 0.036% hits;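 active means mean replicate inhibition at least 50% and at least half of replicates individually reaching 50%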;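 further: exported cargo escapes ClpAP degradation while cytoplasmic cargo is degraded and loses fluorescence; 0% = median of neutral control wells and 100% = median of NaSCN control wells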
HTR5A ag: counter-screen for OPRM1-OPRD1 agonists: human HTR5A agonism; activation, % at 9.3 µM; 340,000 compounds, 0.61% hits; HTR5A agonist assay, luminescence, cell-based; P47898; in the data active means activation mostly above about 9.5%, no sharp cut-off; inactive means mostly below about 7.6%;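 further: 0% = cells with vehicle only and 100% = reference agonist; strong numbers were not always called active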
Target sequence (P47898 whole entry, looked up): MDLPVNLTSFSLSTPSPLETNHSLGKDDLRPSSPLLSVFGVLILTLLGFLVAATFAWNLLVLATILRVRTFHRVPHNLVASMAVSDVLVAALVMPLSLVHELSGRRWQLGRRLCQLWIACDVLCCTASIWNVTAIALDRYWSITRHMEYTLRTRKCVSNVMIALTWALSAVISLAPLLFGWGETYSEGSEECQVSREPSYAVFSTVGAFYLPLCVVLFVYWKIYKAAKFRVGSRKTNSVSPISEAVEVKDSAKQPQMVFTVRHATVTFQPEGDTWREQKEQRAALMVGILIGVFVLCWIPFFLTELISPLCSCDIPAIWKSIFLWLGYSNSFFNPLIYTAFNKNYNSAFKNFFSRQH
HTR5A inv ag: HTR5A inverse agonism, opioid heterodimer counter-screen; P47898; HTR5A cell line, luminescence; inhibition, % at 9.3 µM; 340,000 compounds, 0.083% hits; in the data active means inhibition mostly above about 23%, no sharp cut-off; inactive means mostly below about 18%;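 further: 0% = cells with DMSO and 100% = no-cell wells with DMSO; some compounds called inactive have numbers as strong as hits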
Ecoli viability: counter-screen for AddAB inhibitors: E. coli growth inhibition | E. coli V3065 growth, OD600 absorbance, 18 h | inhibition, % at 11.9 µM | 330,000 compounds, 0.27% hits;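 active means inhibition above the campaign's mean inhibition across all tested compounds plus 3 SD, cut at about 9.9% in these data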;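 further: uninfected addAB+ strain grown without phage in ampicillin broth; 0% = DMSO wells and 100% = ciprofloxacin 0.95 µg/ml wells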
DAGLB inh: blocks human DAGLB lipase activity; HEK293T DAGLB membrane lysate, EnzChek fluorogenic substrate; 340,000 compounds, 0.059% hits; inhibition, % at 5.17 µM; AID 504411; Q8NCG7; in the data active means inhibition above about 34%;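 further: 0% = enzyme with vehicle and 100% = wells lacking enzyme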
phage Ecoli inh: E. coli growth loss with phage present | growth absorbance | inhibition, % at 11.9 µM | 360,000 compounds, 0.26% hits | AID 651602; in the data active means inhibition above about 11%
PKA-R2B act: activators of human PKA-R2B complex; activation, % at 11.4 µM; PKA-R2B holoenzyme dissociation, Cy5-IP20 fluorescence polarization; R2B truncated from residue 108, S112A mutant; 0% DMSO only, 100% 113 µM cGMP; 340,000 compounds, 0.079% hits; P22694+P31323;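 active means activation above a cutoff set at the mean over all compounds plus 3 SD, cut at about 18% in these data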;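 further: higher means more holoenzyme dissociation and a rise in polarization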
Target sequence (P31323 whole entry, looked up, other chains not shown, the tested form may be a part): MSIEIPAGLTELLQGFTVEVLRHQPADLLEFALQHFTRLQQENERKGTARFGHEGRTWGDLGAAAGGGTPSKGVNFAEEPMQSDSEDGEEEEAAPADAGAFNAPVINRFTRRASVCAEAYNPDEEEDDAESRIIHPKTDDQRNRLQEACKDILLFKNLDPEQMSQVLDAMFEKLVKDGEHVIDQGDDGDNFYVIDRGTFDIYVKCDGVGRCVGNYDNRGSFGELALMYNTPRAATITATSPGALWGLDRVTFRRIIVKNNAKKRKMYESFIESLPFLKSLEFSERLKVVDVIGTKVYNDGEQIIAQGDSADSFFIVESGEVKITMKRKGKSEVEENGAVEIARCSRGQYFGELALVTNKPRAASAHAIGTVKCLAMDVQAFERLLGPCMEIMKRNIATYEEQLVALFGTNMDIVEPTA
An asterisk follows results filed as active. Random draw from the library; 2.3% or so of the library scored in one or more.

Screening Cc1cc2c(C)nc(N/N=C/c3ccc(F)cc3)nc2o1 returned SUMO Mot1 rescue 9, PKA-R1A activ -4, AddAB inh -0.2, CDK5 p35 inh -1.3, Tat transport -3, HTR5A ag -2, HTR5A inv ag 7, Ecoli viability -3.2, DAGLB inh 0, phage Ecoli inh 0.8 and PKA-R2B act -4.
Screening Cc1ccc(C)c2sc(N3CCN(C(=O)c4ccc([N+](=O)[O-])o4)CC3)nc12 returned SUMO Mot1 rescue 9, PKA-R1A activ -2, AddAB inh -0.8, CDK5 p35 inh 0.3, Tat transport -2, HTR5A ag 7, HTR5A inv ag 0, Ecoli viability 1.8, DAGLB inh 2, phage Ecoli inh 1.0 and PKA-R2B act -12.
`COC(=O)N/N=C/c1ccccc1OCc1ccccc1` gave SUMO Mot1 rescue -3, PKA-R1A activ -1, AddAB inh 4.0, CDK5 p35 inh -0.4, Tat transport -4, HTR5A ag -3, HTR5A inv ag 3, Ecoli viability 0.8, DAGLB inh 1, phage Ecoli inh 3.0 and PKA-R2B act -4.
O=C(Oc1cc(=O)n2ccccc2n1)c1ccccc1 was read as SUMO Mot1 rescue -4, PKA-R1A activ 5, AddAB inh 4.2, CDK5 p35 inh -2.1, Tat transport 0, HTR5A ag 8, HTR5A inv ag -10, Ecoli viability 0.5, DAGLB inh 0, phage Ecoli inh 3.6 and PKA-R2B act -12.
Screening CC(C)(C)NC(=O)/C(=C\c1ccco1)NC(=O)c1cccs1 returned SUMO Mot1 rescue 12, PKA-R1A activ -1, AddAB inh 0.3, CDK5 p35 inh -0.7, Tat transport -3, HTR5A ag -1, HTR5A inv ag 6, Ecoli viability -0.2, DAGLB inh -1, phage Ecoli inh 5.5 and PKA-R2B act 0.
Screening O=C(NC1CCCC1)C(c1cccnc1)N(CCc1ccccc1)C(=O)c1ccco1 (stereo not drawn) returned SUMO Mot1 rescue 5, AddAB inh -0.7, CDK5 p35 inh -0.2, Tat transport -1, Ecoli viability -2.4 and phage Ecoli inh 1.8.
`CN(CC(=O)Nc1ccccc1Br)C(=O)CCCSc1nc2ccccc2[nH]1` gave SUMO Mot1 rescue 1, PKA-R1A activ -4, AddAB inh 1.9, CDK5 p35 inh 1.7, Tat transport -2, HTR5A ag -1, HTR5A inv ag 3, Ecoli viability 3.7, DAGLB inh 2, phage Ecoli inh 6.4 and PKA-R2B act -3.
Screening Nc1ccc(Oc2ccc([N+](=O)[O-])cc2[N+](=O)[O-])cc1 returned SUMO Mot1 rescue 127, PKA-R1A activ -4, AddAB inh 1.9, CDK5 p35 inh 0.4, Tat transport -4, HTR5A ag 1, HTR5A inv ag 9, Ecoli viability -1.1, DAGLB inh 3, phage Ecoli inh 1.2 and PKA-R2B act 0.
Cc1ccc(NC2c3ncccc3C(=O)N2C2CCCCC2)cc1C (stereo not drawn) was read as SUMO Mot1 rescue 395*, PKA-R1A activ 0, AddAB inh -0.1, CDK5 p35 inh -4.2, Tat transport 24, HTR5A ag 1, HTR5A inv ag -22, Ecoli viability 1.4, DAGLB inh 10, phage Ecoli inh -0.2 and PKA-R2B act -1.
Screening CCOc1ccc(NS(=O)(=O)c2cc(NC(=O)c3cccc(C)c3)ccc2Cl)cc1 returned SUMO Mot1 rescue -15, PKA-R1A activ -2, AddAB inh 4.5, CDK5 p35 inh -1.4, Tat transport -3, HTR5A ag 7, HTR5A inv ag 2, Ecoli viability -0.9, DAGLB inh -3, phage Ecoli inh 3.0 and PKA-R2B act 0.
For CCOc1ccc(C(=O)/C=C/c2ccc(SC)cc2)cc1 the results were SUMO Mot1 rescue 2, PKA-R1A activ 7, AddAB inh 0.9, CDK5 p35 inh -0.6, Tat transport 2, HTR5A ag 1, HTR5A inv ag -6, Ecoli viability -0.2, DAGLB inh -13, phage Ecoli inh 2.4 and PKA-R2B act -6.
Screening C=CCn1c(=O)c2c(nc3n2CC(C)CN3Cc2ccccc2)n(C)c1=O (stereo not drawn) returned SUMO Mot1 rescue -10, PKA-R1A activ -3, AddAB inh 4.0, CDK5 p35 inh -3.7, Tat transport 0, HTR5A ag 0, HTR5A inv ag 0, Ecoli viability 1.7, DAGLB inh 2, phage Ecoli inh 2.2 and PKA-R2B act 7.
For COc1cc(C(=O)O)c2c(c1C)OC(=O)c1c(C)cc(O)c(C=O)c1O2 the results were SUMO Mot1 rescue 35, PKA-R1A activ -4, AddAB inh 4.4, CDK5 p35 inh 0.9, Tat transport -5, HTR5A ag 1, HTR5A inv ag 24, Ecoli viability 1.7, DAGLB inh 10, phage Ecoli inh 2.2 and PKA-R2B act -8.
`CC1CCC(NC(=O)CN2CCN(S(=O)(=O)c3cccs3)CC2)CC1` (stereo not drawn) gave SUMO Mot1 rescue -8, PKA-R1A activ 0, AddAB inh -0.1, CDK5 p35 inh 0.9, Tat transport 3, HTR5A ag 0, HTR5A inv ag 1, Ecoli viability 0.0, DAGLB inh 1, phage Ecoli inh 0.0 and PKA-R2B act 3.
O=C(c1ccco1)N1CCN(Cc2nnc(-c3ccccc3)o2)CC1 was read as SUMO Mot1 rescue -1, PKA-R1A activ 1, AddAB inh -1.1, CDK5 p35 inh -0.5, Tat transport -8, HTR5A ag 5, HTR5A inv ag -20, Ecoli viability -2.4, DAGLB inh -2, phage Ecoli inh -0.7 and PKA-R2B act 3.

A draw from above in order of SMILES length, largest number first.
`CN(CC(=O)Nc1ccccc1Br)C(=O)CCCSc1nc2ccccc2[nH]1` gave SUMO Mot1 rescue 1, PKA-R1A activ -4, AddAB inh 1.9, CDK5 p35 inh 1.7, Tat transport -2, HTR5A ag -1, HTR5A inv ag 3, Ecoli viability 3.7, DAGLB inh 2, phage Ecoli inh 6.4 and PKA-R2B act -3.
Screening CC(C)(C)NC(=O)/C(=C\c1ccco1)NC(=O)c1cccs1 returned SUMO Mot1 rescue 12, PKA-R1A activ -1, AddAB inh 0.3, CDK5 p35 inh -0.7, Tat transport -3, HTR5A ag -1, HTR5A inv ag 6, Ecoli viability -0.2, DAGLB inh -1, phage Ecoli inh 5.5 and PKA-R2B act 0.
`COC(=O)N/N=C/c1ccccc1OCc1ccccc1` gave SUMO Mot1 rescue -3, PKA-R1A activ -1, AddAB inh 4.0, CDK5 p35 inh -0.4, Tat transport -4, HTR5A ag -3, HTR5A inv ag 3, Ecoli viability 0.8, DAGLB inh 1, phage Ecoli inh 3.0 and PKA-R2B act -4.

(more compounds)
Screening O=C(NC(=S)Nc1ccc(N2CCCC2)cc1)c1ccc(F)cc1 returned SUMO Mot1 rescue 17, PKA-R1A activ -3, AddAB inh 1.3, CDK5 p35 inh -2.3, Tat transport 2, HTR5A ag -2, HTR5A inv ag -17, Ecoli viability -2.2, DAGLB inh -3, phage Ecoli inh -0.2 and PKA-R2B act -18.
Screening COc1ccc(CCCC(=O)NCC(=O)N/N=C/c2cc(Cl)ccc2OC)cc1 returned PKA-R1A activ -10, CDK5 p35 inh -0.9, Tat transport -10, HTR5A ag 4, HTR5A inv ag -9, DAGLB inh 0, phage Ecoli inh 1.2 and PKA-R2B act -4.
`Cc1cccc(-n2ncc3c(NCCCn4ccnc4)ncnc32)c1` gave SUMO Mot1 rescue -10, PKA-R1A activ 5, AddAB inh -0.6, CDK5 p35 inh 0.3, Tat transport -14, HTR5A ag -6, HTR5A inv ag 17, Ecoli viability 1.0, DAGLB inh 0, phage Ecoli inh 0.8 and PKA-R2B act -4.
For Cc1cc(OCC(=O)N2CCOCC2)ccc1[N+](=O)[O-] the results were SUMO Mot1 rescue 111, PKA-R1A activ -4, AddAB inh -1.1, CDK5 p35 inh -0.1, Tat transport 0, HTR5A ag 3, HTR5A inv ag -7, Ecoli viability -0.8, DAGLB inh 0, phage Ecoli inh 1.2 and PKA-R2B act 9.
CCOc1ccc(S(=O)(=O)NCc2ccccn2)cc1NC(=O)c1ccccc1F was read as SUMO Mot1 rescue 27, PKA-R1A activ -9, AddAB inh 1.6, CDK5 p35 inh 0.4, Tat transport -6, HTR5A ag 5, HTR5A inv ag -34, Ecoli viability -2.8, DAGLB inh 2, phage Ecoli inh -0.3 and PKA-R2B act -3.
`NC(=O)c1nsc(C(=O)N(c2ccc(Cl)cc2)C(C(=O)NCC2CCCO2)c2cccs2)c1N` (stereo not drawn) gave SUMO Mot1 rescue -4, PKA-R1A activ -6, AddAB inh -7.7, CDK5 p35 inh 0.8, Tat transport 11, HTR5A ag -2, HTR5A inv ag 6, Ecoli viability 0.2, DAGLB inh 0, phage Ecoli inh 1.6 and PKA-R2B act -1.
For O=S(=O)(NC1=NCCC1)c1cccs1 the results were SUMO Mot1 rescue 340, PKA-R1A activ -4, AddAB inh 1.8, CDK5 p35 inh -3.1, Tat transport -6, HTR5A ag -6, HTR5A inv ag 1, Ecoli viability 0.3, DAGLB inh 1, phage Ecoli inh 1.4 and PKA-R2B act -1.
Screening Cc1cc([N+](=O)[O-])nn1CC(=O)Nc1ccc(Cl)cn1 returned SUMO Mot1 rescue 6, PKA-R1A activ -21, AddAB inh -0.1, CDK5 p35 inh 0.0, Tat transport -1, HTR5A ag 2, HTR5A inv ag -5, Ecoli viability 3.8, DAGLB inh 2, phage Ecoli inh -1.1 and PKA-R2B act -9.
`CCN(c1ccccc1)P(=O)(Nc1ccccc1)Nc1ccccc1` gave SUMO Mot1 rescue -4, PKA-R1A activ 1, AddAB inh 1.7, CDK5 p35 inh -0.8, Tat transport 3, HTR5A ag 8, HTR5A inv ag -21, Ecoli viability 1.6, DAGLB inh -2, phage Ecoli inh 2.3 and PKA-R2B act -15.
`O=C(C1=C[C@@H](c2ccc(Br)cc2)C[C@@H](OCc2ccc(CO)cc2)O1)N1CCN(Cc2ccc3c(c2)OCO3)CC1` gave SUMO Mot1 rescue -11, PKA-R1A activ 8, AddAB inh 1.2, CDK5 p35 inh 0.8, Tat transport 7, HTR5A ag -1, HTR5A inv ag -1, Ecoli viability -1.3, DAGLB inh 2 and PKA-R2B act -7.
C[C@]12CC[C@H](O)CC1=CCC1C2CC[C@@]2(C)C1CC[C@@H]2NC(=O)CCC(=O)O (stereo partly drawn) was read as SUMO Mot1 rescue 6, PKA-R1A activ -6, AddAB inh -0.2, CDK5 p35 inh 0.5, Tat transport 7, HTR5A ag -1, HTR5A inv ag 4, Ecoli viability 0.6, DAGLB inh 1, phage Ecoli inh 2.6 and PKA-R2B act -4.
For COCCNC(=O)C(=O)NCC1OCCN1C(=O)c1ccc(Cl)cc1 (stereo not drawn) the results were SUMO Mot1 rescue 525*, PKA-R1A activ 13, AddAB inh -3.8, CDK5 p35 inh -0.5, Tat transport -3, HTR5A ag -1, HTR5A inv ag -1, Ecoli viability 0.5, DAGLB inh 1, phage Ecoli inh 3.6 and PKA-R2B act -3.
Screening COc1ccccc1NC(=O)N1CCCC1C(=O)NCc1ccccc1Cl (stereo not drawn) returned SUMO Mot1 rescue 3, PKA-R1A activ 1, AddAB inh -0.2, CDK5 p35 inh -0.5, Tat transport -3, HTR5A ag -2, HTR5A inv ag 6, Ecoli viability -0.3, DAGLB inh 0, phage Ecoli inh 4.1 and PKA-R2B act -4.
